# Source: PubChem BioAssay
# TRPC4 agonist – opens the mouse TRPC4 cation channel | HEK293 TRPC4beta/mu-opioid, Fluo4 calcium fluorescence; stronger effect = higher value | B-score at 10 µM | actives 0.49% (n = 310,000) | AID 2237;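 active means B-score above 5 SD of library B-scores, and initial fluorescence ratio not above library mean plus 5 SD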;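 further: positive B-score marks a calcium rise read as TRPC4 activation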
# Target sequence (Q9QUQ5 whole entry, looked up): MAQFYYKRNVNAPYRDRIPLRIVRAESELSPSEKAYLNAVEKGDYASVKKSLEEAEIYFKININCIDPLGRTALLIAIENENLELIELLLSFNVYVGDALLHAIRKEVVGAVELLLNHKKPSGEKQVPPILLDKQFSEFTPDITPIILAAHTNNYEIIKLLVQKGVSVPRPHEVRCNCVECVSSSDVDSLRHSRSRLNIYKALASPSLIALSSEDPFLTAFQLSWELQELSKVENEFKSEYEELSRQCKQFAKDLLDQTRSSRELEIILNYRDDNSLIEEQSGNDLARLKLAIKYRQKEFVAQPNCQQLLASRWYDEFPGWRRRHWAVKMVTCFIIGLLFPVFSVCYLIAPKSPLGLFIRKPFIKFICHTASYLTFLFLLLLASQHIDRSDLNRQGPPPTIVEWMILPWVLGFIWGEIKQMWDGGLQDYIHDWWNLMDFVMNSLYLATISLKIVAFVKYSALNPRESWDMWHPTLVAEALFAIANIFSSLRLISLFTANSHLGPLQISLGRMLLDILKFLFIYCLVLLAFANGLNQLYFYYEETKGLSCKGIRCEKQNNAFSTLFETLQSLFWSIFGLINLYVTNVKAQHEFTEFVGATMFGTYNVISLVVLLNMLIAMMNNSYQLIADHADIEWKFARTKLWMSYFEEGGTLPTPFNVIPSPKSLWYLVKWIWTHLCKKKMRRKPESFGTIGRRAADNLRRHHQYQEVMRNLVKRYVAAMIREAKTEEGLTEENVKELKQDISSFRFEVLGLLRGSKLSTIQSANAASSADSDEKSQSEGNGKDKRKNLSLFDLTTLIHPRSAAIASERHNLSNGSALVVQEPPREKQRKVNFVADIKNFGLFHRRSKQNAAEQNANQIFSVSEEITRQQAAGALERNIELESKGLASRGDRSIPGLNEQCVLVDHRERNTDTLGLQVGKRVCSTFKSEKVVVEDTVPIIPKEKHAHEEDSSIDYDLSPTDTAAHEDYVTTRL
#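 Test system: HEK293 cells stably co-expressing mouse TRPC4beta and mu-opioid receptor | Schedule: Fluo4 dye loading 45 min at room temperature, 110 s recording | Measured by: Kinetic Fluo4 calcium fluorescence, 5 s baseline at 1 Hz | Evaluation: B score of integrated ratio | Controls: Buffer (low) and maximal DAMGO (high)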
# TRPC6 activator – activates the mouse TRPC6 cation channel; HEK293-TRPC6 membrane potential dye fluorescence; stronger effect = higher value; B-score at 10 µM; actives 0.13% (n = 310,000); AID 2550;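 active means B-score of the integrated fluorescence ratio above library mean plus 3 SD, and starting fluorescence ratio within library mean plus 5 SD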;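 further: higher score means more depolarization so channel activation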
# SKKanGAS inh – blocks kanamycin growth of S. pyogenes SKKanGAS strain; actives 1.3% (n = 300,000); AID 1662; BacTiter-Glo, 6 h; inhibition, % at 7.5 µM;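 active means mean replicate score, as percent of positive control median, at least 50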;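 further: strain carries kanamycin resistance gene driven by streptokinase promoter and grows in 40 µg/ml kanamycin; loss of luminescence reflects streptokinase promoter inhibition or plain growth inhibition; 0% = median of DMSO wells and 100% = positive control at its reference dose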
# HIF act – HIF pathway transcriptional activation; actives 0.32% (n = 300,000); activation, % at 7.5 µM (by protocol); U2OS HRE-luciferase reporter, luminescence; normalized: DMSO 0%, desferrioxamine 100%;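 active means mean activation of at least 10% of the iron chelator positive control signal, with at least half of replicates also reaching 10%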
# KLF5 inh – inhibitors of KLF5 expression. DLD-1 KLF5 promoter-luciferase reporter, luminescence. actives 0.23% (n = 290,000). inhibition, % at 5 µM. AID 1700;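 active means inhibition above a per-plate limit of that plate's mean compound inhibition plus 3 SD, cut at about 60% in these data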;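 further: 0% = DMSO wells and 100% = LY294002 at 200 µM; higher means less KLF5 promoter-driven luciferase light; inactives centre near -14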
# MrgX1 antag – blocks BAM8-22 activation of human MrgX1 receptor; actives 1.3% (n = 310,000); MRGX1-HEK293 calcium flux, Fluo-4, BAM8-22 antagonism; stronger effect = lower value; AID 588676; Q96LB2; B-score at 10 µM;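 active means calcium-response B-score plate-corrected more than 3 library SD below zero, starting fluorescence within 5 deviations, no agonist response on first addition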;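 further: peak minus trough fluorescence over baseline after final BAM8-22 challenge near maximal dose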
# IEC-6 cytotox – IEC-6 cytotoxicity, counter-screen for KLF5 inhibitors. inhibition, % at 5 µM. luminescence viability. actives 0.78% (n = 290,000); in the data active means inhibition above about 22%;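 further: 0% = plate median of test compound wells and 100% = cytotoxic reference compound wells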
# TRPC4 block – blocks the mouse TRPC4 cation channel | HEK293 TRPC4beta/mu-opioid, DAMGO-evoked Fluo4 calcium flux; stronger effect = lower value | B-score at 10 µM | actives 0.39% (n = 300,000);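 active means B-score over 3 SD under the library average, no early fluorescence shift, positive overall ratio signal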
#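 Material: HEK293 cells with stable TRPC4beta plus mu-opioid receptor expression; probe or stimulus: DAMGO in two steps, submaximal then maximal; technique: Fluo4 calcium fluorescence by kinetic imaging, 5 s 1 Hz baseline; measure: integrated fluorescence ratio relative to baseline, converted to per-well B score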
# TRPC6 inh – mouse TRPC6 channel inhibition | HEK293-TRPC6, membrane potential dye, ACh-evoked depolarization; stronger effect = lower value | B-score at 10 µM | actives 1.1% (n = 310,000) | AID 2553;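 active means B-score under library mean minus 3 SD, initial fluorescence not abnormally high, positive integrated signal ratio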;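 further: B-score derived from integrated fluorescence ratio over the kinetic read; more negative B-score means stronger inhibition of depolarization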
# TRPC4 PAM – allosterically enhances the mouse TRPC4 cation channel; Q9QUQ5; HEK293 TRPC4beta/mu-opioid, DAMGO EC20, Fluo-4 Ca2+ flux; stronger effect = higher value; B-score at 10 µM; actives 0.42% (n = 310,000); AID 2227;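 active means B-score of calcium response area above 5 SD of library B-scores, with initial fluorescence ratio within 5 SD of library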;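 further: B-score of integrated fluorescence ratio over time as area under calcium response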
# aSyn 5UTR inh – MLPCN primary screen, SNCA 5' untranslated region. actives 0.82% (n = 300,000). alpha-synuclein 5'UTR reporter, inhibitor activity. inhibition, % (tested at 7.5 µM); in the data active means inhibition above about 60%;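 further: H4 neuroglioblastoma cells stably carrying SNCA 5'UTR luciferase fusion; 0% = DMSO wells and 100% = positive control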
# * hit, by the source's call; i = inactive; . = no result given. This is a random part of the collection. About 5.8% of those tested had a hit in this group.
SMILES,TRPC4 agonist,TRPC6 activator,SKKanGAS inh,HIF act,KLF5 inh,MrgX1 antag,IEC-6 cytotox,TRPC4 block,TRPC6 inh,TRPC4 PAM,aSyn 5UTR inh
O=C(Nc1ccc(-c2csc(Nc3cccc(C(F)(F)F)c3)n2)cc1)c1ccccc1,i,i,84.5*,0.6,.,i,.,i,i,i,13.6
CCOc1ccc(N2C(=O)CS/C2=N/NC(=O)COc2ccc3ccccc3c2)cc1,i,i,-5.9,-0.2,-50.6,i,0.5,i,i,i,23.4
CCCN(CC(=O)Nc1ccccc1C)C(=O)/C=C/c1ccc(S(=O)(=O)N2CCCCCC2)cc1,i,i,2.5,-1.2,.,i,.,i,i,i,34.2
CCOc1cc(C(=O)OCC(=O)Nc2cc(C)on2)ccc1OCC(C)C,i,i,2.3,0.0,-22.1,i,3.1,i,i,i,34.4
NCCCC[C@H]1CNC(=S)N1CCc1cccc(F)c1,i,i,1.6,1.6,-2.5,i,-0.4,i,i,i,3.6
Cc1ccc(C(=O)Nc2ccc3c(c2)CCC3)cc1,i,i,-2.1,1.7,25.1,i,4.7,i,i,i,-1.0
Clc1ccc(-c2nc3ncccn3c2Cl)cc1,i,i,-0.3,1.0,-17.0,i,6.7,i,i,i,-61.3
COc1cc(C(=O)NCC(c2ccccc2)N(C)C)ccc1OCC(=O)N1CCOCC1 (stereo not drawn),i,i,0.1,0.2,-1.6,i,-1.5,i,i,i,11.3
CCOc1cccc2sc(N(CCN(C)C)C(=O)/C=C/c3cccs3)nc12,i,i,14.3,-0.5,-3.2,i,0.4,i,i,i,11.4
Cn1cc([N+](=O)[O-])c(C(=O)N/N=C/c2cc3c(cc2Br)OCO3)n1,i,i,-11.8,-0.2,-13.8,i,-0.9,i,i,i,-3.3
Cc1nn(C)cc1C(=O)Nc1ccccc1Br,i,i,-7.3,-0.1,-37.0,i,2.1,i,i,i,-27.2
COc1ccc(N(C)S(=O)(=O)c2cccc3nsnc23)cc1,i,i,-0.3,0.2,-4.0,i,7.4,i,i,i,-1.0
O=C(NCCNC1CCC(c2ccccc2)CC1)c1cccs1 (stereo not drawn),158*,i,-5.0,0.3,-26.0,i,-2.5,i,i,i,8.0
CN(C)c1ccc(C(C(=O)NCC2CCCO2)N(C(=O)c2snc(C(N)=O)c2N)c2ccc3c(c2)OCO3)cc1 (stereo not drawn),i,i,-13.6,-0.2,0.5,i,-0.2,i,i,i,-7.9
COc1cc([C@H]2[C@@H]3CCCC[C@]3(O)CCN2CC(=O)Nc2ccc(C)cc2C)ccc1O,i,i,-6.4,0.7,5.8,i,1.2,i,i,i,35.9
COc1ccc(NC(=O)N2CCc3ccccc32)cc1,i,i,8.0,-1.3,-74.2,i,7.0,i,i,i,-31.8
COc1ccc(OC2CCN(S(=O)(=O)c3ccc(OC)c(OC)c3)CC2)cc1,i,i,-8.5,-0.1,-10.0,i,2.9,i,i,i,7.1
Cn1c(=O)[nH]c(=O)c2c1nc(NCc1ccco1)n2CCCc1ccccc1,i,i,1.1,-0.4,-6.0,.,0.2,i,i,i,1.4
COc1ccc(CC(=O)N2CCN(c3ccccc3OC)CC2)cc1OC,i,i,-5.5,-0.6,-11.7,i,5.1,i,i,i,24.0
O=C1CC(NS(=O)(=O)c2cccnc2)CN1c1cccc(F)c1 (stereo not drawn),i,i,7.2,-0.1,.,i,.,i,i,i,1.4
COc1cc2c(cc1OC)CN(Cc1cc(=O)oc3cc(C)c(C)cc13)CC2,i,i,-10.9,0.0,-7.4,i,6.4,i,i,i,-1.9
CC(=O)c1cccc(NC(=O)CC2S/C(=N/N=C/c3ccccc3)NC2=O)c1 (stereo not drawn),i,i,0.8,-0.3,-35.4,i,-3.4,i,i,i,1.4
Cc1ccc(N2CC(C(=O)NC(C)CCc3ccccc3)CC2=O)cc1 (stereo not drawn),i,i,0.2,-0.6,-13.0,i,-0.1,i,i,i,9.7
O=C(NC1CCCCC1)C1c2ccccc2C(=O)N1Cc1ccc2c(c1)OCO2 (stereo not drawn),i,i,10.0,-1.5,-0.9,i,-1.4,i,i,i,18.7
O=C(O)Cn1c(Cc2ccccc2)nc2ccccc21,i,i,4.0,-9.7,-6.6,i,-3.9,i,i,i,11.2
CCCc1nc2ccccc2c(C(=O)OCC(=O)Nc2c(C)n(C)n(-c3ccccc3)c2=O)c1CC,i,i,8.6,0.0,5.5,i,6.7,i,i,i,13.1
CSCC[C@H](N)C(=O)N1CCC(C(=O)N[C@@H](Cc2c[nH]c3ccccc23)C(=O)O)CC1,i,i,2.9,-1.7,-25.1,i,0.8,i,i,i,5.6
CCCCC(=O)Nc1cc(OC)c(NC(=O)C2CCCCC2)cc1OC,i,i,-2.0,-0.2,-41.8,i,5.1,i,i,i,11.0
CC12CCC(C(=O)Nc3c(Cl)cccc3Cl)(C(Br)C1=O)C2(C)C (stereo not drawn),i,i,3.2,-1.3,-0.8,i,-3.2,i,-6.21*,i,16.2
CNc1nc(-c2ccc3c(c2)CCN3C(=O)c2ccccc2C)cs1,i,i,13.5,3.0,-64.4,i,0.2,i,i,i,-88.0
O=C(Cc1n[nH]c(=O)c2ccccc12)N1CCN(c2ccc(F)cc2)CC1,i,i,-3.7,-0.2,-22.2,i,4.6,i,i,i,5.9
CCc1ccc2[nH]c(=O)c(C3C(C#N)=C(N)Oc4c3ccc3cccnc43)cc2c1 (stereo not drawn),i,i,57.7*,3.3,-69.0,i,2.9,i,-5.87*,i,21.4
CC(C)c1ccccc1NC(=S)N(C)C,i,i,-0.8,-0.3,-28.2,i,-6.3,i,i,i,-5.3
COc1ccc(CC(=O)n2nc(-c3ccc(Cl)cc3)nc2NCc2ccco2)cc1,i,i,-3.6,3.1,-84.8,i,2.2,i,i,i,-105.2
O=C(Nc1cccc(C(F)(F)F)c1)c1cccnc1NCCO,i,i,-13.8,0.0,-29.6,i,5.1,i,i,i,0.9
O=C1CCC/C(=N/NC(=O)c2ccc(NS(=O)(=O)c3cccs3)cc2)C1,i,i,-2.1,-0.3,-6.8,i,6.3,i,i,i,5.0
COCCNC(=O)C(Cc1c[nH]c2ccccc12)NC(=O)OCc1ccccc1 (stereo not drawn),i,i,-8.0,-0.3,-6.8,i,6.0,i,i,i,7.4
O=C(CC1C(=O)NCCN1C(=O)Nc1ccc(F)cc1F)Nc1ccc(F)cc1 (stereo not drawn),i,i,15.1,-0.1,-37.3,i,-6.3,i,i,i,10.5
COc1ccc(NC(=O)Cn2nc(Cc3cccnc3)c3ccccc3c2=O)cc1OC,i,i,-0.7,-0.3,-3.7,i,-0.2,i,i,i,12.1
CCCOc1cccc(C(=O)Nc2ccc(Br)cc2F)c1,i,i,-7.3,2.6,-69.4,i,-2.5,i,i,i,-161.3
O=C(Nc1ccc(Cc2ccc(NC(=O)N3CCOCC3)cc2)cc1)N1CCOCC1,i,i,0.0,-1.0,-13.1,i,-0.1,i,i,i,5.1
Cc1cc(CN(C)C(=O)CC2C(=O)NCCN2Cc2ccc(F)c(F)c2)on1 (stereo not drawn),i,i,-1.1,0.3,-43.2,i,-2.3,i,i,i,-4.3
CCOc1ccc(C2C(C(=O)Nc3ccc(F)cc3)=C(C)Nc3nc(CCCO)nn32)cc1 (stereo not drawn),i,i,-1.9,-0.2,-6.3,i,-3.2,i,i,i,25.8
Cc1ccccc1-n1ncc(C(C)NS(=O)(=O)c2sccc2C)c1C (stereo not drawn),i,i,-5.0,-0.4,-47.6,i,4.1,i,i,i,5.9
CC1CCN(Cc2nc3c(c(=O)n(C)c(=O)n3C)n2CCc2ccccc2)CC1,i,i,2.3,-0.1,3.8,i,2.4,i,i,i,-31.8
COCC(=O)N(Cc1nc2ccccc2c(=O)[nH]1)Cc1cccs1,i,i,2.9,-10.2,-13.3,i,7.5,i,i,i,4.1
Cc1nc(NC(=S)NC(=O)c2cncc(Br)c2)ccc1Br,i,i,-5.2,0.4,3.8,i,-6.6,i,i,i,9.3
O=C(/C=C(\O)c1ccccc1)C(=O)NNC(=O)c1ccccc1,i,i,9.2,3.3,-81.8,i,5.8,i,i,i,-46.2

# Reprinted from the part before: 2 entries, then new ones.
SMILES,TRPC4 agonist,TRPC6 activator,SKKanGAS inh,HIF act,KLF5 inh,MrgX1 antag,IEC-6 cytotox,TRPC4 block,TRPC6 inh,TRPC4 PAM,aSyn 5UTR inh
Cc1nc(NC(=S)NC(=O)c2cncc(Br)c2)ccc1Br,i,i,-5.2,0.4,3.8,i,-6.6,i,i,i,9.3
O=C(/C=C(\O)c1ccccc1)C(=O)NNC(=O)c1ccccc1,i,i,9.2,3.3,-81.8,i,5.8,i,i,i,-46.2
CC(C)(C)NC(=O)CN(Cc1cccs1)C(=O)C1COc2ccccc2O1 (stereo not drawn),i,i,-0.7,-0.9,-2.0,i,-0.7,i,i,i,-21.9
O=C(CSC1=NS(=O)(=O)c2ccccc2N1)Nc1nccs1,i,i,0.8,-0.2,.,i,.,i,i,i,-5.0
CCN1CCCC1CNS(=O)(=O)c1cccc(C(F)(F)F)c1 (stereo not drawn),i,i,2.6,0.2,5.4,i,-3.4,i,i,i,8.6
COc1ccc(N2C(=O)CC(NCc3ccncc3)C2=O)cc1 (stereo not drawn),i,i,12.7,0.6,2.5,i,-1.7,i,i,i,-5.9
COC(=O)c1nnn(-c2nonc2N)c1CN1CCCC1,i,i,0.6,-1.5,-48.2,i,-5.8,i,i,i,1.1
O=C(COC(=O)/C=C/c1ccccc1Cl)NCCNC(=O)COC(=O)/C=C/c1ccccc1Cl,i,i,-4.9,-0.4,-0.8,i,-3.3,i,i,i,-63.0
O=C(/C=C/c1cccs1)N1CCN(Cc2ccc3c(c2)OCO3)CC1,i,i,0.1,-0.5,7.9,i,-1.5,i,i,i,-13.3
Cc1ccc(CCC(=O)Nc2ccc(CC(=O)O)cc2)o1,i,i,1.9,0.2,-38.6,i,-5.1,i,i,i,-3.8
COCCC(=O)N1CCC(Oc2ccc(C(=O)N3CCCCCC3)cc2)CC1,i,i,3.8,0.0,-22.8,i,-3.0,i,i,i,-10.2
O=C(CSc1nc2ccccc2o1)N1CCN(c2ccc(Cl)cc2)CC1,i,i,2.0,-0.7,12.7,i,2.9,i,i,i,-58.1
O=C(Nc1c(C(=O)N2CCOCC2)cnn1-c1ccccc1Cl)c1ccco1,i,i,-0.9,0.3,-19.8,i,1.3,i,i,i,0.1
